# Compound activity as filed in PubChem BioAssay.
# CCHFV vOTU inh: CCHFV vOTU protease inhibition | Pep-AMC fluorescence | inhibition, % at 11.5 µM | hit rate 0.55% among 370,000; in the data active = inhibition above about 30%; note: 0% = vehicle wells with enzyme and 100% = no enzyme wells
# TcdB inh: blocks C. difficile toxin B glycohydrolase activity | hit rate 0.24% among 350,000 | P18177 | TcdB glycohydrolase enzymatic assay, plate reader | inhibition, % at 9.99 µM; in the data active = inhibition above about 10%
# Vc quorum ag: induces V. cholerae light production without autoinducers | activation, % at 18.7 µM | V. cholerae BH1578 lux reporter, luminescence, 6 h | hit rate 0.16% among 350,000; in the data active = activation mostly above about 9.7%, no sharp cut-off; note: not every result past the cut was called active; inactives centre near 0; reference of the scale not given here
# BoNT A protease: inhibitors of Botulinum neurotoxin A light chain protease; multiplex microsphere protease substrate cleavage, flow cytometry; hit rate 0.17% among 360,000; inhibition, % at 10 µM; note: plate controls were buffer without enzyme for full effect and enzyme alone for no effect
# SARS 3CLpro inh: SARS-CoV 3CLpro protease inhibition; recombinant SARS-CoV 3CLpro, quenched FRET peptide cleavage; inhibition, % at 6 µM; hit rate 0.14% among 290,000; AID 1706; in the data active = inhibition above about 12%
# Anthrax LF prot: inhibitors of Bacillus anthracis lethal factor protease | hit rate 0.12% among 360,000 | multiplex microsphere protease cleavage assay, LF | inhibition, % at 10 µM | AID 588501; note: plate controls were buffer without enzyme for full effect and enzyme alone for no effect
# Target sequence (P15917 whole entry, looked up): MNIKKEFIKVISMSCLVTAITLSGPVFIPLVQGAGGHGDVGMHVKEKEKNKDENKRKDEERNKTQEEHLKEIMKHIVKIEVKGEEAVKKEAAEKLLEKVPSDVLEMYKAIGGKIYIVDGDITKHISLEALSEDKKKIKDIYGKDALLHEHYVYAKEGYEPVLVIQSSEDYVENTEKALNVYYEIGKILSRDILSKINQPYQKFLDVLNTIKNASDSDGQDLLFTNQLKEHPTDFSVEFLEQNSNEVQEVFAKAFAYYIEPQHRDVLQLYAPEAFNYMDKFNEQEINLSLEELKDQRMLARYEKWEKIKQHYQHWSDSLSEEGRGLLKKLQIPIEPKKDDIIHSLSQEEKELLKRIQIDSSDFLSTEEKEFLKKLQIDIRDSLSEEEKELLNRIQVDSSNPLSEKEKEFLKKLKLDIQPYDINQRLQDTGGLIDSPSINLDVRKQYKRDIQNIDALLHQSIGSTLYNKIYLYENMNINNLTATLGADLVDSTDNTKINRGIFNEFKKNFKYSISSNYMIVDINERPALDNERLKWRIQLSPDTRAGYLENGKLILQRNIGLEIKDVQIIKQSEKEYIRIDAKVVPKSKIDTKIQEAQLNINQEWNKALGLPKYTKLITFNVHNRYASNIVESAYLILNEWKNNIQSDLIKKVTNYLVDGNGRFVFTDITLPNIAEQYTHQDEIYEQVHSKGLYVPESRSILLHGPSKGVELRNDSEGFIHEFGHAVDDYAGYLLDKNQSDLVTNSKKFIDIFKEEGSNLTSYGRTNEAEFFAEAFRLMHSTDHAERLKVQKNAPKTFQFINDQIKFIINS
# SSB-PriA inh: K. pneumoniae PriA-SSBct interaction inhibition. inhibition, % at 33 µM. AlphaScreen SSBct-PriA binding, biotinylated peptide. hit rate 0.6% among 430,000. AID 1272365; in the data active = inhibition mostly above about 37%, no sharp cut-off; inactive = mostly below about 20%;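 note: plate controls were negative control peptide for no effect and reference peptide for full effect; strong numbers were not always called active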
# DUSP3 inh: inhibitors of human VHR1 phosphatase (DUSP3). recombinant VHR phosphatase, pNPP absorbance. AID 1654. hit rate 0.52% among 290,000. inhibition, % at 13.3 µM. P51452; in the data active = inhibition above about 50%; note: some compounds called inactive have numbers as strong as hits
# Target sequence (P51452 whole entry, looked up): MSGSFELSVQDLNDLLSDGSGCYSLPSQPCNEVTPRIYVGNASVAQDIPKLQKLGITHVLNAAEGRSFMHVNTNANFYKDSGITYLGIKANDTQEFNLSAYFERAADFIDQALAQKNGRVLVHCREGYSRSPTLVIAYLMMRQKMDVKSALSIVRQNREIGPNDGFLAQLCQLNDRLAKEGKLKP
# Y pestis TopoI: Y. pestis Topo-I inhibition via cleavage products; Y. pestis Topo-I cleavage product accumulation, plate reader; hit rate 0.064% among 360,000; AID 504884; activity, % at 10 µM; in the data active = activity above about 50%, passing the limit was not always enough; note: inactives centre near 2
# PfHsp40 yeast: rescue of PfHsp40-mediated yeast toxicity. S. cerevisiae expressing PfHsp40, growth rescue, ATP luminescence. growth rescue, % at 12.5 µM. AID 504582. hit rate 0.68% among 340,000; in the data active = growth rescue above about 28%, passing the limit was not always enough;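 note: yeast W303a lacking pdr1 and pdr3 grown in galactose medium; growth measured after three days at 30 °C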
# * marks the source's active call; other numbers are inactive results; i = inactive; . = not tested or not shown; & = joins results of further samples. Cut-off read from the data, not from the text of the source, unless noted: active = inhibition above about 30%; inconclusive = no clear call, values can overlap the other calls; inactive = below that. Some of the compounds tested. The share of hits here may be higher or lower than overall.
entry	molecule	CCHFV vOTU inh	TcdB inh	Vc quorum ag	BoNT A protease	SARS 3CLpro inh	Anthrax LF prot	SSB-PriA inh	DUSP3 inh	Y pestis TopoI	PfHsp40 yeast
1	CN(CC1COc2ccccc2O1)C(=O)c1cccc(S(=O)(=O)N2CCCC2)c1 (stereo not given)	10	0.5	-0.4	.	.	.	-5	.	6	-0.1
2	C#CCn1cc(/C=N/Nc2nc3ccccc3[nH]2)c2ccccc21	8	.	i	-1.1	0	-4	.	-28	-18	0.0
3	O=C(CN1CCN(S(=O)(=O)c2ccccc2)CC1)Nc1ccc(Cl)cn1	-15	0.0	-0.2	-0.8	0	-1	-3	22	-12	0.3
4	Cc1c(Cl)cccc1NC(=O)Cn1cnc(S(=O)(=O)N2CCCC2)c1	.	.	-0.3	0.1	1	1	6	-5	0	0.6
5	CC(C)CCNC(=O)NC(=O)COC(=O)CNC(=O)C1CCCCC1	10	-0.4	-0.1	-0.5	2	1	4	24	2	-1.6
6	CCN(CC)CCOC(=O)c1ccc(NC(=O)/C=C/c2cccs2)cc1	11	0.0	-0.1	-0.1	-5	-2	-10	-1	-6	1.2
7	O=c1cc(CSc2ccccc2)nc(-c2ccccc2)[nH]1	7	1.0	0.9	0.1	-5	2	-14	20	2	0.4
8	CCOC(=O)c1cc(C(=O)c2cc(Br)ccc2O)coc1=N	-2	-3.4	-0.4	-0.6	0	-3	2	12	14	-0.4
9	S=C(c1ccccc1)N1CCN(C(=S)c2ccccc2)CC1	4	.	-0.2	0.0	-1	-1	-7	-5	-1	1.8
10	COc1ccc2cc(C3(C)NC(=O)NC3=O)ccc2c1 (stereo not given)	-3	.	i	-0.5	0	3	-7	22	-2	-2.3
11	CCCN1CCC(=O)N(CCOc2ccccc2)CC1	9	-0.1	-0.7	-0.5	-6	4	3	10	-3	-0.6
12	CCCN(Cc1ccccc1)C(=S)Nc1ccc(C(C)=O)cc1	-5	-2.8	-0.3	0.6	-1	-2	-12	0	1	0.7
13	C=CCNCC(=O)NN=C(c1ccccc1)c1ccccc1	12	.	i	-0.7	1	-1	-13	3	-2	-0.7
14	O=C(CCCN1C(=O)/C(=C/c2ccccc2OC(F)F)SC1=S)Nc1cccnc1	6	0.4	i	-0.2	.	-2	4	.	24	2.5
15	COC(=O)CCC(=O)N1CCCC(CNS(=O)(=O)c2ccc(OC)cc2)C1 (stereo not given)	-4	1.0	i	0.7	2	-6	-5	3	2	0.4

# Of the compounds above, four contain a halogen:
entry	molecule	CCHFV vOTU inh	TcdB inh	Vc quorum ag	BoNT A protease	SARS 3CLpro inh	Anthrax LF prot	SSB-PriA inh	DUSP3 inh	Y pestis TopoI	PfHsp40 yeast
3	O=C(CN1CCN(S(=O)(=O)c2ccccc2)CC1)Nc1ccc(Cl)cn1	-15	0.0	-0.2	-0.8	0	-1	-3	22	-12	0.3
4	Cc1c(Cl)cccc1NC(=O)Cn1cnc(S(=O)(=O)N2CCCC2)c1	.	.	-0.3	0.1	1	1	6	-5	0	0.6
8	CCOC(=O)c1cc(C(=O)c2cc(Br)ccc2O)coc1=N	-2	-3.4	-0.4	-0.6	0	-3	2	12	14	-0.4
14	O=C(CCCN1C(=O)/C(=C/c2ccccc2OC(F)F)SC1=S)Nc1cccnc1	6	0.4	i	-0.2	.	-2	4	.	24	2.5

# (cont.)
entry	molecule	CCHFV vOTU inh	TcdB inh	Vc quorum ag	BoNT A protease	SARS 3CLpro inh	Anthrax LF prot	SSB-PriA inh	DUSP3 inh	Y pestis TopoI	PfHsp40 yeast
16	CCc1ccccc1NC(=O)C1C2C=CC(O2)C1C(=O)O (stereo not given)	1	-0.3	-0.2	0.1	-6	10	-11	-16	2	0.1
17	Cc1[nH]c(=O)c(C#N)c(C)c1CCC(=O)N(C)CC(=O)Nc1ccc(Cl)c(Cl)c1	7	-2.8	-0.2	-0.8	4	-2	-7	28	-1	0.9
18	Cc1occc1C(=O)NNC(=O)c1ccccc1C(=O)O	-7	0.0	2.3	0.2	2	3	-8	25	1	-1.3
19	CC1C2=C(CC(C)(C)CC2=O)NC2=C1C(=O)CC(C)(C)C2	-260	2.3	i	-0.8	3	-7	-4	-3	0	-1.1
20	COc1ccc(Cl)cc1-c1nc(N)nc(NC2CCCCC2)n1	9	1.5	-0.6	-0.4	2	-2	-4	2	0	-1.9
21	COC(=O)c1ccccc1N=Nc1c(C)[nH][nH]c1=O	-9	1.5	-0.4	0.4	-3	0	0	33	-2	0.8
22	C=CCN(CC=C)S(=O)(=O)c1ccc(F)cc1	7	.	-1.2	0.4	0	0	-24	0	-5	0.6
23	Nc1c(C(=O)NCCc2ccccc2)c2nc3ccccc3nc2n1CCN1CCOCC1	-13	.	-1.5	9.4	6	0	-6	6	1	0.8
24	Cc1ccc2nccc(C(=O)N3CCCC(Nc4ccc(F)cc4)C3)c2c1 (stereo not given)	-2	0.4	-0.3	-2.3	-5	-6	0	6	2	-0.1
25	O=C1NCCN1C(=O)c1ccco1	-6	.	-0.2	-1.6	-7	0	-29	26	-2	0.7
26	CCCCNC(=O)c1onc(CSc2cc(C)cc(C)c2)c1C(=O)NCCCC	5	0.0	9.1	-0.2	.	-2	-14	.	38	1.3
27	COc1cc(C(=O)O)nc(OC)n1	-17	1.0	1.0	-0.8	1	-3	-15	-4	2	0.4
28	Cc1cccn2c(=O)c3cc(C(=O)N4CCCCC4C)sc3nc12 (stereo not given)	-5	-0.8	-3.8	0.9	.	-5	0	.	2	-1.9
29	CCOCCCNC(=S)NCCCNc1nc2cc3c(cc2cc1C#N)OCO3	-59	1.2	1.4	-1.4	2	-4	-16	3	-8	0.7
30	COc1ccc(Oc2nc(C)cc(C)c2S(C)(=O)=O)cc1	2	.	i	-0.7	1	0	-2	27	-3	1.3
31	COC(=O)c1cc(NC(=O)c2cc(C(C)(C)C)nn2Cc2ccc(F)cc2)ccc1N1CCOCC1	3	1.1	-0.8	.	5	.	-8	-12	-13	0.2
32	CCn1c(COc2cccc(C)c2C)nnc1SCC(=O)N1CCN(c2ccc(OC)cc2)CC1	5	.	-0.3	-1.9	-2	-5	-3	14	30	-0.1
33	Cc1cccc(-c2n[nH]c(=S)n2C)c1	-10	4.4	1.6	-0.2	-1	1	5	11	5	1.1
34	Cc1cccc(NC(=O)CCC(=O)N/N=C/c2ccncc2)c1	1	0.8	-0.2	0.6	0	-1	.	1	-4	-0.8
35	O=C(CCl)Nc1cc(S(=O)(=O)N2CCOCC2)ccc1N1CCOCC1	-10	0.0	-0.4	2.7	1	-1	-4	0	3	-1.2
36	O=S(=O)(Nc1ccc2c(c1)OCCO2)c1ccc(Br)s1	25	-1.4	-0.4	-0.5	-3	-3	-9	22	-7	2.9
37	CCOC(=O)C1=NNC2(c3ccc(Cl)cc3)C(=O)N(c3cc(C)cc(C)c3)C(=O)C12 (stereo not given)	0	.	i	-0.9	-3	0	-6	16	30	3.4
38	CCCS(=O)(=O)NC(=O)C1(C)CCCN(C(=O)/C=C/c2ccccc2)C1 (stereo not given)	-12	0.7	0.8	-0.4	.	-4	.	.	-1	.
39	C/C(=N\NC(=O)c1cc(O)ccc1O)c1cccc(NC(=O)c2ccc(Cl)cc2)c1	6	-0.1	-0.3	-1.2	-1	-3	.	18	-10	-1.6
40	Cc1cc(C)n2c(SCC(=O)N(C)C3CCS(=O)(=O)C3)nnc2n1 (stereo not given)	6	.	-0.5	-0.8	1	0	0	7	5	0.1
41	COc1ccc(-c2oc3ccccc3c2C#CC(C)(C)O)cc1	12	-15	-0.6	0.2	.	-4	-44	.	4	38*
42	COc1cc(NC(=O)c2ccc(S(=O)(=O)N(C)C)cc2)cc(OC)c1OC	-8	0.7	i	2.1	1	6	-1	18	25	0.3
43	O=C(NC1CCCN(c2ccc(C(F)(F)F)cn2)C1)c1cc(Cl)ccc1F (stereo not given)	3	2.3	i	1.9	3	2	9	2	-3	1.5
44	CC[C@@]12C(=O)N(c3ccc(C)cc3)C(=O)N1[C@H](c1ccc(Br)cc1)[C@@H]1C(=O)N(C(C)(C)C)C(=O)[C@@H]12	4	-0.1	i	-0.6	0	-5	-8	28	-1	0.1
45	CCc1ccc([C@@H]2CC=C(C(=O)O)[C@H](c3ccc(Cl)cc3)N2S(=O)(=O)c2ccc(C)cc2)cc1	22	0.1	-4.5	-0.4	.	-3	-10	.	9	281*

# Arranged by count of non-hydrogen atoms (low to high): some entries from above
entry	molecule	CCHFV vOTU inh	TcdB inh	Vc quorum ag	BoNT A protease	SARS 3CLpro inh	Anthrax LF prot	SSB-PriA inh	DUSP3 inh	Y pestis TopoI	PfHsp40 yeast
33	Cc1cccc(-c2n[nH]c(=S)n2C)c1	-10	4.4	1.6	-0.2	-1	1	5	11	5	1.1
35	O=C(CCl)Nc1cc(S(=O)(=O)N2CCOCC2)ccc1N1CCOCC1	-10	0.0	-0.4	2.7	1	-1	-4	0	3	-1.2
42	COc1cc(NC(=O)c2ccc(S(=O)(=O)N(C)C)cc2)cc(OC)c1OC	-8	0.7	i	2.1	1	6	-1	18	25	0.3
32	CCn1c(COc2cccc(C)c2C)nnc1SCC(=O)N1CCN(c2ccc(OC)cc2)CC1	5	.	-0.3	-1.9	-2	-5	-3	14	30	-0.1

# (next part)
entry	molecule	CCHFV vOTU inh	TcdB inh	Vc quorum ag	BoNT A protease	SARS 3CLpro inh	Anthrax LF prot	SSB-PriA inh	DUSP3 inh	Y pestis TopoI	PfHsp40 yeast
46	CC(=O)Nc1ccc2[nH]c3ccccc3c2c1	-12	.	i	-0.3	-4	-5	-5	15	-2	0.8
47	C=CCNC(=O)c1cc2c(=O)c3ccccc3oc2nc1C	0	-3.0	i	-1.5	-1	0	-10	-8	5	-0.7
48	Cc1c(C)n(C)c2ccc(C(=O)NCCCN(C)C3CCCCC3)cc12	22	1.3	-0.3	2.2	-1	-2	21	-2	-1	0.3
49	CC1(C)OC(=O)C(C(c2ccccc2)C(C#N)C(N)=O)=C(O)O1 (stereo not given)	-1	.	0.6	0.7	1	3	-3	17	-5	0.3
50	COc1ccc(NC2CCCN(C(=O)CCCN3CCCCC3=O)C2)cc1 (stereo not given)	9	1.8	i	1.8	-1	-1	-4	20	1	0.5
51	O=C(Cn1cc2c(n1)CCCC2)NCCc1ccccc1	5	1.5	i	-0.5	-1	-3	-6	34	-2	-0.9
52	COc1ccc(-c2cn[nH]c2-c2ccc(O)cc2O)cc1OC	0	0.7	-0.5	2.7	2	-12	-21&7	-3	-10	.
53	CC(CCc1ccccc1)NC(=O)C1CCN(C(=O)c2sccc2-n2cccc2)CC1 (stereo not given)	10	1.1	i	-0.9	-4	-4	7	0	13	1.3
54	CCOC(=O)N1CCN(C2=Nc3cccc4cccc2c34)CC1	-23	.	-4.5	0.2	0	-4	-2	-8	3	-0.2
55	Cc1cc(=O)oc2cc(OC(C)C(=O)NCC3CCCO3)ccc12 (stereo not given)	-9	.	i	0.5	0	-4	-7	26	-1	0.6
56	COC(=O)c1nc2n(n1)C(c1ccc(OC)c(OC)c1OC)C1=C(CCCC1=O)N2 (stereo not given)	5	1.2	.	0.0	-1	-5	-11	26	-4	0.1
57	CC(C)(C)c1ccc(NC(=O)c2cc[n+]([O-])cc2)cc1	6	-0.1	i	0.6	1	2	-3	6	-1	-0.4
58	COc1ccccc1CN1CCNC(=O)C1CC(=O)NCc1c(C)n[nH]c1C (stereo not given)	-9	-2.4	-0.7	6.9	6	3	-6	-5	3	-1.5
59	CCc1ccc([C@@H]2C[C@H]3CN(Cc4ccccc4OC)C(=O)[C@]34CCCN24)cc1	6	-0.4	i	-6.6	-5	7	1	8	19	-1.0
60	Cc1ccc(Cl)c(OC(=O)c2nn(C(C)C)c(=O)c3ccccc23)c1	-16	0.9	-0.3	0.5	-4	-1	-9	-12	42	0.6
61	OC[C@H]1O[C@@H](n2cnc3c(NCc4ccco4)ncnc32)[C@H](O)[C@@H]1O	2	0.0	0.3	-1.1	.	0	-8	.	-8	-1.2
